S3 lipid droplet – qHTS Assay for Lipid Storage Modulators in Drosophila S3 Cells; Potency in µM for hits, for the others lipid storage change, negative = inhibition, % at the top dose, mostly 46.1 µM; Drosophila S3 cells, BODIPY lipid droplet fluorescence, 18-24 h; cells fed with added oleic acid; AID 2685; hit rate 0.64% among 320,000; active = well fitted inhibition curve with a large enough effect in the signal ratio, with a control signal flat, not every such curve was filed as active; inconclusive = small, poorly fitted or top-dose-only effect, or effect the other way, or a change in a side signal; the % refers to the signal ratio
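Drosophila S3 cells loaded with oleic acid (400 uM, as added) and compounds at several concentrations; lipid droplets imaged by 488-nm laser-scanning cytometry, 500–530 nm intensity and object ratio to cell channel. Percent activity normalized to 20 uM Triacsin C.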
S3 lipid droplet cell count max – second read-out of S3 lipid droplet, no call of its own (marks repeat the call); cell number change, %; measured here: cell count max response;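 cells counted by Cell Tracker Red CMTPX staining in the red channel; peak over a dose series mostly up to 46.1 µM; percent activity relative to internal control wells on each plate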
* = called active by the depositor. % is scaled to controls: 0 for no effect and ±100 for the full control effect; potency is read from the fitted curve at half-maximal effect. These rows are one share of the data. The share of hits here may be higher or lower than overall.

The first 2 compounds, ahead of the listing:
Results for COc1ccc(-c2cc(CCCC(=O)N3CCN(c4ccc(OC)cc4)CC3)no2)cc1 ?
S3 lipid droplet: inconclusive

What do the screens show for `Cc1cc(Nc2ccc(C)c(Br)c2)n2nc(C)nc2n1`?
S3 lipid droplet: 7%; S3 lipid droplet cell count max: -13

Main list, from the start:
Results for COc1ccc(-c2cc(CCCC(=O)N3CCN(c4ccc(OC)cc4)CC3)no2)cc1 ?
S3 lipid droplet: inconclusive

What do the screens show for `Cc1cc(Nc2ccc(C)c(Br)c2)n2nc(C)nc2n1`?
S3 lipid droplet: 7%; S3 lipid droplet cell count max: -13

Results for Cc1ccc(/C=N/NC(=O)c2cccc(S(=O)(=O)Nc3cccc(Cl)c3)c2)o1 ?
S3 lipid droplet: 21%; S3 lipid droplet cell count max: -4

How did O=C1c2ccccc2C(=O)N1CCCCSc1nc2ccccc2c(=O)n1CCCN1CCOCC1 do in these assays?
S3 lipid droplet: inconclusive

How did NC1=NC(c2ccccc2Cl)n2c(nc3ccccc32)N1 (stereo unspecified) do in these assays?
S3 lipid droplet: 17%; S3 lipid droplet cell count max: 15

How did CCOC(=O)C1C(c2cccnc2)NC(=O)NC1(O)C(F)(F)F (stereo unspecified) do in these assays?
S3 lipid droplet: inconclusive

What do the screens show for `CCOC(=O)Cc1nnc(NC(=O)CSc2nnc3c4ccccc4n(C(C)C)c3n2)s1`?
S3 lipid droplet: inactive

How did O=C(COC(=O)CC1CCCC1)Nc1ccc(OC(F)F)cc1 do in these assays?
S3 lipid droplet: inconclusive

What do the screens show for `CCCCNc1c(-c2cccc(-c3cc(C(C)=O)cs3)c2)nc2cc(C)ccn12`?
S3 lipid droplet: inconclusive

Results for CCCCn1nnc(NC(=S)NC(=O)c2cccs2)n1 ?
S3 lipid droplet: 19%; S3 lipid droplet cell count max: 6

Results for COCCOC(=O)C1=C(C)NC(=O)NC1c1c(F)cccc1Cl (stereo unspecified) ?
S3 lipid droplet: inconclusive

How did CCOc1cc(/C=N/NC(=O)c2ccncc2)ccc1OS(C)(=O)=O do in these assays?
S3 lipid droplet: inconclusive

Five consecutive compounds out of the list so far, quoted:
Results for COc1ccc(-c2cc(CCCC(=O)N3CCN(c4ccc(OC)cc4)CC3)no2)cc1 ?
S3 lipid droplet: inconclusive

What do the screens show for `Cc1cc(Nc2ccc(C)c(Br)c2)n2nc(C)nc2n1`?
S3 lipid droplet: 7%; S3 lipid droplet cell count max: -13

Results for Cc1ccc(/C=N/NC(=O)c2cccc(S(=O)(=O)Nc3cccc(Cl)c3)c2)o1 ?
S3 lipid droplet: 21%; S3 lipid droplet cell count max: -4

How did O=C1c2ccccc2C(=O)N1CCCCSc1nc2ccccc2c(=O)n1CCCN1CCOCC1 do in these assays?
S3 lipid droplet: inconclusive

How did NC1=NC(c2ccccc2Cl)n2c(nc3ccccc32)N1 (stereo unspecified) do in these assays?
S3 lipid droplet: 17%; S3 lipid droplet cell count max: 15

The list continues.
Results for CSc1nnc(-c2ccc(Cl)cc2Cl)o1 ?
S3 lipid droplet: 5%; S3 lipid droplet cell count max: -3

Results for CCN(CC)CCNC(=O)c1cc2c(-c3ccc(Cl)cc3)nn(C)c2s1 ?
S3 lipid droplet: inconclusive

How did CCn1c(O)c(/C=N/NC(=O)c2ccncc2)c(=O)n(CC)c1=S do in these assays?
S3 lipid droplet: 5%; S3 lipid droplet cell count max: 9

How did O=C(CCC(=O)NCCO)NCCO do in these assays?
S3 lipid droplet: -3%; S3 lipid droplet cell count max: 11

How did Cc1ccc(NC(=O)C(C)SCc2ccccc2)cc1 (stereo unspecified) do in these assays?
S3 lipid droplet: inactive; S3 lipid droplet cell count max: -20

How did COCCSc1nnc(NC(=O)c2ccc(OC)c([N+](=O)[O-])c2)s1 do in these assays?
S3 lipid droplet: 2%; S3 lipid droplet cell count max: 7

How did CC(C)c1ccc(NC2CCCN(C(=O)c3cccnc3)C2)cc1 (stereo unspecified) do in these assays?
S3 lipid droplet: inconclusive

Results for CC(=O)N/C(=C/C(C)C)c1ccccc1 ?
S3 lipid droplet: inconclusive

Results for Cc1ccc(OCc2nnnn2-c2ccccc2)cc1 ?
S3 lipid droplet: 21%; S3 lipid droplet cell count max: 19

What do the screens show for `O=C1CN2C(=Nc3ccc(Br)cc3C2c2ccccc2)CCN1` (stereo unspecified)?
S3 lipid droplet: 5%; S3 lipid droplet cell count max: 2

What do the screens show for `COc1ccc(CN(CC(=O)NCc2ccco2)C(=O)CCC(=O)Nc2ccccn2)cc1`?
S3 lipid droplet: 7%; S3 lipid droplet cell count max: 9

How did CCc1ccc(-c2nc(SCC(=O)N(CCOC)c3c(N)n(Cc4ccccc4)c(=O)[nH]c3=O)n[nH]2)cc1 do in these assays?
S3 lipid droplet: inconclusive

Results for CN(C)C(CNC1CC(C)(C)NC(C)(C)C1)c1cccc(F)c1 (stereo unspecified) ?
S3 lipid droplet: inconclusive

How did COC(=O)c1ccc(-n2cnc3ccccc32)nc1 do in these assays?
S3 lipid droplet: inconclusive

How did Fc1ccccc1COc1ccc(/C=N/n2cnnc2)cc1 do in these assays?
S3 lipid droplet: 0%; S3 lipid droplet cell count max: -26

What do the screens show for `Cn1c(SCC(=O)N2CCCC2)nnc1-c1ccc2c(c1)OCO2`?
S3 lipid droplet: inconclusive

What do the screens show for `CCOC(=O)C1CCCN(c2oc(-c3ccc(F)cc3)nc2C#N)C1` (stereo unspecified)?
S3 lipid droplet: 6%; S3 lipid droplet cell count max: 9

What do the screens show for `O=C(Nc1ccc2c(c1)OCCO2)c1ccccn1`?
S3 lipid droplet: inconclusive

How did O=C(CSc1n[nH]c(=O)n1-c1cccnc1)Nc1ccccc1Cl do in these assays?
S3 lipid droplet: -10%; S3 lipid droplet cell count max: 6

How did C=CCn1c(C)cc(C2=NNC(=Nc3ccc(C)cc3)SC2)c1C do in these assays?
S3 lipid droplet: inconclusive

What do the screens show for `CC(Sc1ccc(Cl)cc1)C(=O)N(C)CC(=O)Nc1ccc(N2CCOCC2)cc1` (stereo unspecified)?
S3 lipid droplet: 18%; S3 lipid droplet cell count max: 13

How did OCCC1CN(Cc2cccc3nccnc23)CCN1Cc1ccc(F)cc1 (stereo unspecified) do in these assays?
S3 lipid droplet: 11%; S3 lipid droplet cell count max: 17

Results for COc1cc(Br)cc(CN2CCN(c3ncccn3)CC2)c1O ?
S3 lipid droplet: 14%; S3 lipid droplet cell count max: 1

What do the screens show for `O=[N+]([O-])c1ccc(CN2CCN(c3ccc([N+](=O)[O-])cc3)CC2)cc1`?
S3 lipid droplet: -2%; S3 lipid droplet cell count max: 2

How did CC(O)c1nc2ccccc2n1Cc1ccc([N+](=O)[O-])cc1 (stereo unspecified) do in these assays?
S3 lipid droplet: 8%; S3 lipid droplet cell count max: 10

How did COc1ccc(CCNC(=O)CN2C(=O)COc3ccc(S(=O)(=O)N4CCCC4)cc32)c(OC)c1 do in these assays?
S3 lipid droplet: inconclusive

What do the screens show for `CS(=O)(=O)Nc1ccc(C(=O)NCc2cccnc2)cc1`?
S3 lipid droplet: inconclusive

Results for CCCOc1ccc(N2C(=O)CC(SCc3nc4ccccc4[nH]3)C2=O)cc1 (stereo unspecified) ?
S3 lipid droplet: 10%; S3 lipid droplet cell count max: 23

What do the screens show for `O=C(CN1CCN(c2nc(-c3ccccc3)cs2)CC1)NNC(=O)c1ccco1`?
S3 lipid droplet: inconclusive

What do the screens show for `O=C(/N=C1/c2ccccc2CN1c1ccccc1)Nc1ccccc1`?
S3 lipid droplet: -1%; S3 lipid droplet cell count max: -13

What do the screens show for `COc1ccc2c(CC#N)c[nH]c2c1`?
S3 lipid droplet: inactive; S3 lipid droplet cell count max: 22

How did Cc1occc1-c1nnc(SCc2cc(=O)n3cc(Br)ccc3n2)n1C do in these assays?
S3 lipid droplet: inconclusive

How did O=C(CN1C(=O)NC2(CCc3ccccc32)C1=O)Nc1ccc(Br)cc1F (stereo unspecified) do in these assays?
S3 lipid droplet: inconclusive

How did Cc1[nH]nc(-c2ccc(O)c(C)c2O)c1-c1cnn(-c2ccccc2)c1 do in these assays?
S3 lipid droplet: inconclusive

What do the screens show for `CC(CNC(=O)CN1C(=O)NC2(CCCCC2)C1=O)c1ccccc1` (stereo unspecified)?
S3 lipid droplet: inconclusive

What do the screens show for `Cc1onc(-c2ccccc2)c1C(=O)OCC(=O)NC(C)c1ccc(Cl)cc1` (stereo unspecified)?
S3 lipid droplet: inconclusive

What do the screens show for `COc1ccc(NC(=O)CN(C)C(=O)C(C)Oc2ccc(Br)cc2)cc1` (stereo unspecified)?
S3 lipid droplet: inconclusive

Results for COc1ccc(OCCC(=O)NC2CCCCC2)cc1 ?
S3 lipid droplet: inconclusive

What do the screens show for `COC(=O)Nc1ccc(Oc2ccccc2)cc1`?
S3 lipid droplet: inactive

Results for O=C(NCc1cccc(C(F)(F)F)c1)C1CC(c2ccccc2[N+](=O)[O-])=NO1 (stereo unspecified) ?
S3 lipid droplet: inconclusive

Results for CN(CC(=O)NCCc1ccc(S(N)(=O)=O)cc1)S(=O)(=O)c1ccc(Br)s1 ?
S3 lipid droplet: inactive; S3 lipid droplet cell count max: -26

What do the screens show for `CC1=C(C#N)C(c2ccc(O)cc2)C2=C(CC(C)(C)CC2=O)N1` (stereo unspecified)?
S3 lipid droplet: inconclusive

What do the screens show for `CCCCCCCc1c(C)nc(N2CCOCC2)[nH]c1=O`?
S3 lipid droplet: inconclusive

Results for CC(=O)Nc1ccc(-c2cc(-c3ccc(NC(C)=O)cc3)nc(-c3ccccc3)n2)cc1 ?
S3 lipid droplet: inconclusive

Results for CCOC(=O)CN1C(=O)CC(c2ccccc2)C1=O (stereo unspecified) ?
S3 lipid droplet: inactive; S3 lipid droplet cell count max: 21

Results for O=C(Nc1nc(-c2ccccc2)c(-c2ccccc2)o1)c1ccc(F)cc1 ?
S3 lipid droplet: -19%; S3 lipid droplet cell count max: -8

Results for COc1cccc(-c2nc(CCl)cs2)c1OC ?
S3 lipid droplet: inconclusive

Results for O=C(OC1CCOC1=O)c1cc(-c2cccc(Br)c2)nc2ccccc12 (stereo unspecified) ?
S3 lipid droplet: 4%; S3 lipid droplet cell count max: 22

What do the screens show for `Cc1cc(C)nc(N2CCN(C(=O)CCC(=O)Nc3nnc(C(C)C)s3)CC2)n1`?
S3 lipid droplet: 1%; S3 lipid droplet cell count max: 1

Results for Cc1cc(C(=O)N/N=C/c2ccc([N+](=O)[O-])cc2)c(C)o1 ?
S3 lipid droplet: -11%; S3 lipid droplet cell count max: 6

What do the screens show for `CCC1CCCCN1CCCNC(=O)Cn1ncc2c(C)n(Cc3ccccc3Cl)c(C)c2c1=O` (stereo unspecified)?
S3 lipid droplet: inconclusive

Results for O=C(CSc1nnc(Nc2ccccc2F)s1)NC1CCCC1 ?
S3 lipid droplet: 12µM*; S3 lipid droplet cell count max: -17*

How did CCOc1ccc(S(=O)(=O)N2CCN(C)CC2)c(C)c1C do in these assays?
S3 lipid droplet: -8%; S3 lipid droplet cell count max: 0

How did COc1ccccc1COCC(O)CN1CCCCC1CO (stereo unspecified) do in these assays?
S3 lipid droplet: -8%; S3 lipid droplet cell count max: 2

What do the screens show for `CCC(=O)Nc1cccc(-c2nnc(SCC(=O)NCc3ccco3)n2C)c1`?
S3 lipid droplet: inconclusive

Results for O=C(C1CC1)N(CCc1ccccc1)Cc1nc2ccccc2c(=O)[nH]1 ?
S3 lipid droplet: inactive; S3 lipid droplet cell count max: 12

What do the screens show for `CCN(CC)c1ccc(/C=N/NC(=O)CNC(=O)/C=C/c2ccco2)cc1`?
S3 lipid droplet: inconclusive

Results for COc1ccccc1NC(=O)C(C)OC(=O)c1cccc(-n2cnnn2)c1 (stereo unspecified) ?
S3 lipid droplet: inconclusive

What do the screens show for `Cc1cc(S(N)(=O)=O)c(N)c(S(N)(=O)=O)c1`?
S3 lipid droplet: inconclusive

How did CN(C)S(=O)(=O)c1ccc(NC(=O)CN2CCCc3ccccc32)cc1 do in these assays?
S3 lipid droplet: inconclusive

Results for CS(=O)(=O)c1ccc(-c2csc(-c3cccnc3)n2)cc1 ?
S3 lipid droplet: 1%; S3 lipid droplet cell count max: 6

How did Cc1ccc(NC(=O)c2ccco2)c(NC(=O)CN2C(=O)c3ccccc3C2=O)c1 do in these assays?
S3 lipid droplet: inconclusive

What do the screens show for `N#CCCn1cc(/C=N/O)c(-c2cccc([N+](=O)[O-])c2)n1`?
S3 lipid droplet: inactive

Results for C[C@]12C=CC(=O)C=C1CC[C@@H]1[C@@H]2[C@@H](O)C[C@@]2(C)[C@H]1CC[C@]2(O)C(=O)COC(=O)CCC(=O)NCCc1ccc(O)cc1 ?
S3 lipid droplet: 20%

Results for O=C(CSc1nnc(NC(=O)c2ccc(F)cc2)s1)NC1CC1 ?
S3 lipid droplet: inconclusive

What do the screens show for `CCCC(C(=O)NCc1ccco1)N(C(=O)CNS(=O)(=O)c1ccccc1)C1CCCC1` (stereo unspecified)?
S3 lipid droplet: inconclusive

How did CN(C)C(=O)COc1ccc(S(=O)(=O)c2ccc(OCC(=O)N(C)C)cc2)cc1 do in these assays?
S3 lipid droplet: inconclusive

Results for CCCCCC(=O)Nc1ccccc1N1CCN(c2ccccc2)CC1 ?
S3 lipid droplet: inactive; S3 lipid droplet cell count max: -9
